Pf apPOL inh = Pf-apPOL DNA polymerase inhibition; Recombinant Pf-apPOL, molecular beacon fluorescence, 1.5 h; inhibition, % at 10 µM; 210,000 compounds, 0.25% hits
mHTT-CaM PPI inh = mHTT-calmodulin interaction abrogation | AID 1671202 | AlphaScreen His-mHTT/GST-CaM binding, luminescence | 190,000 compounds, 3.6% hits | inhibition, % at 15 µM;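 also: 0% = both proteins with DMSO and 100% = one protein alone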
Target sequence (P42858 whole entry, looked up, stated change not applied): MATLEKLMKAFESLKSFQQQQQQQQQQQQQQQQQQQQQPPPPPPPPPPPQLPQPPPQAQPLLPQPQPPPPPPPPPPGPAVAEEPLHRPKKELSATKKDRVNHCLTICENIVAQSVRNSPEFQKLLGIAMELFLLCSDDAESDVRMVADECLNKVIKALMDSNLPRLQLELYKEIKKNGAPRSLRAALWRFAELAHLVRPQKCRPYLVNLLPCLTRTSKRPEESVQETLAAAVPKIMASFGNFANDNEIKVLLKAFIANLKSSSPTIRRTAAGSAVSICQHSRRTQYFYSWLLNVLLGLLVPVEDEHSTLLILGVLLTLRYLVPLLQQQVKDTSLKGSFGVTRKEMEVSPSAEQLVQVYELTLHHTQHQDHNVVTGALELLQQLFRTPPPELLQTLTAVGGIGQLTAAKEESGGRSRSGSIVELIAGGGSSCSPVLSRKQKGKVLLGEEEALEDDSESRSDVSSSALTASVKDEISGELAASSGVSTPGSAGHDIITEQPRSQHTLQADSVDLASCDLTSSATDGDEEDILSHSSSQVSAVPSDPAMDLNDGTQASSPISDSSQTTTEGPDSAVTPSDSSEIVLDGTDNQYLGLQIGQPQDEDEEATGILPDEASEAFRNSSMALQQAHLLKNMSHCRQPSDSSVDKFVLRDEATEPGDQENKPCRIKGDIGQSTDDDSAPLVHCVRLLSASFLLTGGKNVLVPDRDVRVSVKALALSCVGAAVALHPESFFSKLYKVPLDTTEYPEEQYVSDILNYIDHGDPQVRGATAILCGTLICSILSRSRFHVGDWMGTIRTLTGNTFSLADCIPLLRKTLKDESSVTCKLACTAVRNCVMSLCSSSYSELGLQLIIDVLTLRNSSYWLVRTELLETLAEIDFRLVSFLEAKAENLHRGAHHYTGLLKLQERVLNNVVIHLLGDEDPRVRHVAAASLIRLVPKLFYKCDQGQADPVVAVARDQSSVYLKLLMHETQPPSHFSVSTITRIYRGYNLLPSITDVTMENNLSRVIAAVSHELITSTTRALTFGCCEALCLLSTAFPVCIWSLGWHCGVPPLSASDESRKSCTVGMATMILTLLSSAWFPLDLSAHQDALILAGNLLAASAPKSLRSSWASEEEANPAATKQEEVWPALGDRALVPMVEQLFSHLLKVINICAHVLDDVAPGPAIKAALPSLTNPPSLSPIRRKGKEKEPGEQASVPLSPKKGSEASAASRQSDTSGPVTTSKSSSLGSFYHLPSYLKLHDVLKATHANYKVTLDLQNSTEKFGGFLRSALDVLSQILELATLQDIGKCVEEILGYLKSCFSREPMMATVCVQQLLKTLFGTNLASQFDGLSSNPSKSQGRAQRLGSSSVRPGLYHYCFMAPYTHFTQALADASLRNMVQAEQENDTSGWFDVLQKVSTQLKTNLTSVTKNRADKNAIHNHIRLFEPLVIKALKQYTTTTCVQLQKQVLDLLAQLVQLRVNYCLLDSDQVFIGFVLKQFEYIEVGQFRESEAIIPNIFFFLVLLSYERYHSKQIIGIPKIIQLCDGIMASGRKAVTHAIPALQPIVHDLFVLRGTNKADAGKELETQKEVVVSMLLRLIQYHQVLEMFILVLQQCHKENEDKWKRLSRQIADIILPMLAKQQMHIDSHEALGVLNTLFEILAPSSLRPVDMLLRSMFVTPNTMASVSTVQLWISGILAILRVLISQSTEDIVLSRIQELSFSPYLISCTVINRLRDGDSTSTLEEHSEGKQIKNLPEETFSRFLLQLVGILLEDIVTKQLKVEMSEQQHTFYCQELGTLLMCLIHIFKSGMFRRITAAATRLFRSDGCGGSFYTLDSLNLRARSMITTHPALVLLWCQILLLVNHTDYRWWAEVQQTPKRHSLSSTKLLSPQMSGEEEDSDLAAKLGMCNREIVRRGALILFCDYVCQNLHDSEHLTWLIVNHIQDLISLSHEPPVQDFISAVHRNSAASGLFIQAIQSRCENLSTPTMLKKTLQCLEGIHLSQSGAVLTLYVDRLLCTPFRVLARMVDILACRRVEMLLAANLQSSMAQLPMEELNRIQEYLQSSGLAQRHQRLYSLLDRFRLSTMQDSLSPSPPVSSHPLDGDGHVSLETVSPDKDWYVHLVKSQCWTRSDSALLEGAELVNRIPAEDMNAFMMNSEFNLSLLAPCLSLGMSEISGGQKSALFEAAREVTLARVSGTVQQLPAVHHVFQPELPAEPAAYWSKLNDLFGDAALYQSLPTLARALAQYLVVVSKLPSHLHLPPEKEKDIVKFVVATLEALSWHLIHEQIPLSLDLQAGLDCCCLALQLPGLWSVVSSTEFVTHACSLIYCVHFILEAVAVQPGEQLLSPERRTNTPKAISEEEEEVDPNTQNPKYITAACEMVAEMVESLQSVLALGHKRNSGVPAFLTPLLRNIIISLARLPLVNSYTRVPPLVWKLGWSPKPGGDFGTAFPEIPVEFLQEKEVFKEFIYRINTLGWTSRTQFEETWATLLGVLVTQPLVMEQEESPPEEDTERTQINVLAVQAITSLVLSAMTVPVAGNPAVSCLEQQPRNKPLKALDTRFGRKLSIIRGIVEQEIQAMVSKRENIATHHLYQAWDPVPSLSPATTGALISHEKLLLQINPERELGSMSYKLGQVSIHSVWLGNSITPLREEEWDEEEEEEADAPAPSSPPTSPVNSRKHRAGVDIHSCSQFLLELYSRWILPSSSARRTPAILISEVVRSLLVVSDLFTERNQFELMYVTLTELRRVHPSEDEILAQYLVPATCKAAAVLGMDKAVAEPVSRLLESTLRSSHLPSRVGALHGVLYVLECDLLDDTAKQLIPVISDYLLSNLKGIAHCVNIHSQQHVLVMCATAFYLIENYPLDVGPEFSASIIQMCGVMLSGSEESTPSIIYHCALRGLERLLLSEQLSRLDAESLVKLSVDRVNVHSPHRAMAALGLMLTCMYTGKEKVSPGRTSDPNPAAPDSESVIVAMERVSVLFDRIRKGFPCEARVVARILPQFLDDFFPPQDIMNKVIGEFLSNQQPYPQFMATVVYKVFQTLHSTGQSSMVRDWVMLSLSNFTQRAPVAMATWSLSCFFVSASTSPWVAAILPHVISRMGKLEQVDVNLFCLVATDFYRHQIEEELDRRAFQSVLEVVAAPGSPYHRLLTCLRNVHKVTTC
Starred values were filed as active, the others as inactive; i = inactive; nt = no result given; & = joins results of further samples; ! = not confirmed by another sample. Rule as the data show it: active = inhibition above about 50%; inactive = the rest.

Each structure is followed by: Pf apPOL inh, mHTT-CaM PPI inh
1	O=C(c1ccccc1)N1CC(C(=O)N2CCOCC2)C(c2ccccc2)C1 (centres undefined)
    0, -6
2	CCCN1C(=O)c2ccccc2NC1c1ccc(OC)cc1O (centres undefined)
    -12, 0
3	O=C(c1ccoc1)N1CCCC(OCc2nc(-c3cnccn3)no2)C1 (centres undefined)
    2, 0
4	CC(C)N(C)C(=O)C1CC(=O)N(Cc2ccc(OC(F)(F)F)cc2)C1 (centres undefined)
    -5, -6
5	Cc1ccc(Cl)c(OCC(O)Cn2cnc3cc(C)c(C)cc32)c1 (centres undefined)
    -8, 41
6	COc1ccc(Oc2cccc(Cl)c2CNC(=O)Nc2ccc(OCc3ccccc3)cc2)cc1
    1, nt
7	COc1ccc(S(=O)(=O)N2CCC(C(=O)Nc3sc(C)c(C)c3C#N)CC2)cc1
    8, -4
8	CCCC(=O)Nc1ccc(NC(=O)c2ccccc2[N+](=O)[O-])cc1
    -9, -9
9	Cc1nnsc1C(=O)Nc1nnc(SCc2cn3ccccc3n2)s1
    -1, -7
10	O=C(Cc1cc(-c2cccs2)on1)Nc1ccc(F)c(Cl)c1
    -2, -15
11	CC(=O)N1CCc2ccccc2C1C(=O)NC(C)C (centres undefined)
    -8, -10
12	CC(C)(C)c1cnnn1-c1ccc(NC(=O)c2ccc(Br)o2)cc1
    -6, 6
13	COc1ccc(OC)c(/C=C2/C(=O)N(c3ccc(Cl)c(C(=O)O)c3)N=C2C)c1
    0, 2
14	CC1=NOC(=O)/C1=C\c1ccc(OCc2ccc(F)cc2)cc1
    -1, 3
15	O=C(Cc1cccs1)N1CCN(c2nnc3ccccn23)CC1
    0, 8

In a second layout: results already given
12	CC(C)(C)c1cnnn1-c1ccc(NC(=O)c2ccc(Br)o2)cc1
  Pf apPOL inh = -6
  mHTT-CaM PPI inh = 6

13	COc1ccc(OC)c(/C=C2/C(=O)N(c3ccc(Cl)c(C(=O)O)c3)N=C2C)c1
  Pf apPOL inh = 0
  mHTT-CaM PPI inh = 2

14	CC1=NOC(=O)/C1=C\c1ccc(OCc2ccc(F)cc2)cc1
  Pf apPOL inh = -1
  mHTT-CaM PPI inh = 3

Next compounds
Each structure is followed by: Pf apPOL inh, mHTT-CaM PPI inh
16	CCCn1c(=O)c(N2CCN(C(=O)c3cccs3)CC2)nc2ccccc21
    -2, -13
17	CCc1[nH]nc2c1C1(CCC3(CC1)OCCO3)C(C#N)=C(N)O2
    nt, -3
18	Cc1ccccc1S(=O)(=O)NCCC1CCN(C(=O)c2ccccc2)CC1
    -6, 45
19	O=C1c2ccccc2C(=O)N1c1ccccc1C(F)(F)F
    4, -3
20	COc1ccc([N+](=O)[O-])cc1NC(=O)C(Sc1ccccc1)c1ccccc1 (centres undefined)
    -6, 4
21	CN1CCN(CCOc2cccc(Cl)c2)CC1
    -1, -3
22	CCc1ccc(C(=O)N2CCCC(c3nc(CNC(=O)C(C)C)cs3)C2)cc1 (centres undefined)
    -4, 14
23	Cc1ccccc1C(=O)N1CCC(c2cnn(-c3ccc(F)cc3)c2)CC1
    -2, 8
24	CCN(CC)c1ccc(Nc2nc(-c3sc(C)nc3C)cs2)cc1
    -3, 97*
25	CC1(C(=O)NC2CCCCCC2)Cc2ccccc2C(=O)N1Cc1cccs1 (centres undefined)
    -2, -9
26	COc1ccccc1N1CCN(c2ncc(C(=O)NCc3ccc(F)cc3)c3ccccc23)CC1
    -5, 4
27	COc1ccc(O)c(C=Nc2ccc([N+](=O)[O-])cc2)c1
    -16, -4
28	CCOc1ccc(C(=O)Nc2cccc(F)c2)cc1Br
    -6, -6
29	O=c1c2ccccc2cnn1-c1nc2ccccc2s1
    7, 8
30	Cc1ccc(C)c(CN2C(=O)NC3(CCN(C(=O)Cc4ccccc4Cl)CC3)C2=O)c1
    0, 7

Some of these compounds in order of length of the SMILES, smallest number first:
Each structure is followed by: Pf apPOL inh, mHTT-CaM PPI inh
21	CN1CCN(CCOc2cccc(Cl)c2)CC1
    -1, -3
24	CCN(CC)c1ccc(Nc2nc(-c3sc(C)nc3C)cs2)cc1
    -3, 97*
18	Cc1ccccc1S(=O)(=O)NCCC1CCN(C(=O)c2ccccc2)CC1
    -6, 45
23	Cc1ccccc1C(=O)N1CCC(c2cnn(-c3ccc(F)cc3)c2)CC1
    -2, 8
22	CCc1ccc(C(=O)N2CCCC(c3nc(CNC(=O)C(C)C)cs3)C2)cc1 (centres undefined)
    -4, 14

The results go on.
Each structure is followed by: Pf apPOL inh, mHTT-CaM PPI inh
31	OCc1ccc(OCc2ccc(Cl)c(Cl)c2)cc1
    -16, nt
32	CCOc1ccccc1NC(=O)CSc1nc2c(c(=O)n1Cc1ccccc1)SC(C)C2 (centres undefined)
    4, 12
33	O=C(NCc1ccncc1)c1ncn(-c2ccccc2)n1
    -6, -2
34	O=C(Nc1nc2c(s1)CN(C(=O)c1c(F)cccc1Cl)CC2)c1ccco1
    -1, -8
35	COc1ccc(C(=O)CC2(O)C(=O)N(C)c3ccccc32)cc1 (centres undefined)
    -1, -2
36	CC(C)S(=O)(=O)c1c(SCC#N)sc(C#N)c1N
    -3, nt
37	O=C(Nc1ccc(Cl)cc1)O/N=C(/c1cccc([N+](=O)[O-])c1)N1CCOCC1
    -2, i
38	O=S(=O)(c1ccc(F)cc1F)N1CCN(c2ccc3nncn3n2)CC1
    -7, -7
39	COc1ccc(Nc2ccc([N+](=O)[O-])cn2)cc1Cl
    1, 6
40	O=S(=O)(Nc1ccc(Cl)cc1)c1ccc(NS(=O)(=O)c2ccc3c(c2)OCCO3)cc1
    nt, 34
41	CCOc1ccc(N(C(C)C(=O)Nc2ccc(F)c(Cl)c2)S(C)(=O)=O)cc1 (centres undefined)
    -1, 26
42	CCn1cnnc1C1CCN(C(=O)Cc2c[nH]c3ccccc23)CC1
    -3, 5
43	O=C(NCC1COC2(CCCCC2)O1)c1ccc2nsnc2c1 (centres undefined)
    2, 4
44	COc1ccc(-c2noc(CCC(=O)Nc3ccc(C)cn3)n2)cc1
    -4, -2
45	CC1(C(=O)NCc2cccc(Br)c2)Oc2cccnc2NC1=O (centres undefined)
    0, -4

Following part
Each structure is followed by: Pf apPOL inh, mHTT-CaM PPI inh
46	CN1C(=O)c2cccnc2Sc2cc(C(=O)Nc3ccccc3)ccc21
    -1, -3
47	COCCCNC(=O)C1(C)CCC(=O)N1CCc1ccc(Cl)cc1 (centres undefined)
    -2, -5
48	COc1ccc(C(F)(F)F)cc1NC(=O)C1CCCN(c2ccc(-c3ccco3)nn2)C1 (centres undefined)
    -4, 77*
49	CC(=O)NC1=NN(C(C)=O)C(c2ccc(OCc3ccccc3)c(OCc3ccccc3)c2)S1 (centres undefined)
    0, 38
50	O=c1nc2n(c3cc(Cl)ccc13)Cc1ccccc1-2
    15, 4
51	COc1ccc(CN2C(=O)c3ccccc3C2C(=O)NC2CCCC2)c(OC)c1 (centres undefined)
    -16, 14
52	OC(CC#CCN1CCOCC1)(c1ccccc1)C1CCCC1 (centres undefined)
    -1, -2
53	Cc1cc(C(C)(C)C)ccc1OCCN1CCOCC1
    0, -1
54	Cc1ccc(-c2csc3c(=O)n(CC(=O)Nc4c(C)cc(C)cc4C)cnc23)cc1
    -1, -6
55	CC(C)n1c(Sc2ncc([N+](=O)[O-])s2)nc2cc(C(F)(F)F)ccc21
    0, nt
56	Cc1ccc(S(=O)(=O)N2CCc3nc(NC(=O)c4ccc(Cl)cc4)sc3C2)cc1
    -3, 4
57	Oc1c(Br)cc(Br)cc1C=Nc1cc(Cl)cc(Cl)c1
    nt, 0
58	O=C(c1ccccc1[N+](=O)[O-])N1CCN(c2ccc(N3CCOCC3)nn2)CC1
    1, -6
59	COc1ccc(C)cc1NC(=O)c1cn2c(n1)COCC2
    -9, 18
60	O=C(Nc1cc(F)cc(F)c1)C1CCCN(c2ncc(-c3ccccc3)cn2)C1 (centres undefined)
    -3, -6

Following part.
Each structure is followed by: Pf apPOL inh, mHTT-CaM PPI inh
61	CSc1nc2nccc(N)n2n1
    -5, nt
62	Cc1nc2ccc3nc(NC(=O)c4ccccc4Cl)sc3c2s1
    -7&2, 72*!
63	CC(=O)NC(c1ccco1)c1cc([N+](=O)[O-])c2cccnc2c1O (centres undefined)
    -5, 100*
64	CCc1nnc(NC(=O)CSc2nc(C)cc(C)c2C#N)s1
    2, 2
65	COc1cccc(NC(=O)CN2CCc3ccccc3C2C(=O)N2CCC(C)CC2)c1 (centres undefined)
    -5, 18
66	O=C(CCN1C(=O)c2cccc([N+](=O)[O-])c2C1=O)Nc1ccc(N2CCOCC2)cc1
    -6, -3
67	Cc1ccc(C2C=C(c3cccc(Br)c3)Nc3ncnn32)cc1 (centres undefined)
    -8, 14
68	Cc1ccc2c(c1)sc(=NC(=O)c1ccc(S(=O)(=O)N3CCCC3)cc1)n2C
    -4, -1
69	Cc1ccc(C(=O)N2CCC(CCNS(=O)(=O)c3cc(C)cc(C)c3)CC2)cc1
    -4, 36
70	O=[N+]([O-])c1cccc(CN2CCN(Cc3ccncc3)CC2)c1
    -1, -3
71	CCOc1ccc(C(=O)Nc2ccc(NC(=O)c3ccccc3Cl)cc2)cc1Br
    -3, -4
72	O=C(CSc1ccccn1)c1ccc(F)cc1
    -2, -11
73	Cc1nc(C2CCN(C(=O)CCc3c(C)noc3C)CC2)n[nH]1
    4, 0
74	Brc1ccc(C2C=C(c3cccc(Br)c3)Nc3nnnn32)cc1 (centres undefined)
    0, 2
75	Nc1nnnn1CC(=O)Nc1ccc(F)cc1
    -5, -1

Given tab-delimited: part of the list above.
nr	Molecule	Pf apPOL inh	mHTT-CaM PPI inh
61	CSc1nc2nccc(N)n2n1	-5	nt
62	Cc1nc2ccc3nc(NC(=O)c4ccccc4Cl)sc3c2s1	-7&2	72*!
63	CC(=O)NC(c1ccco1)c1cc([N+](=O)[O-])c2cccnc2c1O (centres undefined)	-5	100*
64	CCc1nnc(NC(=O)CSc2nc(C)cc(C)c2C#N)s1	2	2

(continued)
Each structure is followed by: Pf apPOL inh, mHTT-CaM PPI inh
76	COc1cccc(C2C(C#N)=C(N)Oc3n[nH]c(C)c32)c1 (centres undefined)
    0, -1
77	Cc1nn(-c2ccc(F)cc2)c2nc(N3CCCN(C(=O)C4CCCC4)CC3)sc12
    -1, 16
78	Cc1ccc(C23CC4CC(CC(C(=O)N5CCCC5)(C4)C2)C3)cc1
    0, 0
79	OCCN1CCN(c2cc(C(F)(F)F)nc3ccccc23)CC1
    -4, nt
80	CC(=O)N1CCN(c2nc3c(s2)CC(C(=O)N2CCCC2)CC3)CC1 (centres undefined)
    -4, 12
81	O=C(O)c1cc(N2C(=O)C=CC2=O)ccc1Cl
    55*, nt
82	COc1ccc(-c2c(C)oc3c(CN4CCCC4)c(O)ccc3c2=O)cc1
    -6, -3
83	O=C(Nc1ccc(F)cc1)C1CC(=O)N(Cc2ccc3c(c2)OCO3)C(=Nc2ccccc2)S1 (centres undefined)
    -6, 28
84	COc1cc(C(=O)Nc2nc3ccc(S(C)(=O)=O)cc3s2)c([N+](=O)[O-])cc1OC
    -1&-4, 7&7
85	COc1ccccc1CC(=O)N1CC2CC(NS(C)(=O)=O)C1C2 (centres undefined)
    -3, -1
86	COCCn1cc2c3c(cccc31)CN(C(=O)Nc1ccccc1Cl)CC2
    -4, 25
87	O=C(NCc1ccccc1)C1c2ccccc2CC(=O)N1Cc1ccccc1 (centres undefined)
    -2, 3
88	Nc1ccc(CCc2nc3ccc(N)cc3[nH]2)cc1
    -10, 4
89	Cc1ccc(CNC(=O)N2CCn3c(C)ccc3C2C(C)C)cc1 (centres undefined)
    0, -9
90	Cc1cc2oc3c(c(=O)c2cc1C)C(c1ccccc1F)N(c1nccs1)C3=O (centres undefined)
    -2, -3

(more compounds)
Each structure is followed by: Pf apPOL inh, mHTT-CaM PPI inh
91	Cc1cc(C2CCCN2C(=O)c2ccccc2F)no1 (centres undefined)
    -3, -9
92	Cc1cccc(NC(=O)C2CCCN(C(=O)c3ccccc3F)C2)c1 (centres undefined)
    -6, 26
93	c1ccc(CCc2nc3ccccc3[nH]2)cc1
    -16, -9
94	Cc1ccc(S(=O)(=O)N2CCN(CC(=O)N3CCOCC3)CC2)cc1
    -4, nt
95	Cc1ccc(N2CC(C(=O)NCC3CCCO3)CC2=O)cc1 (centres undefined)
    -1, -9
96	O=C(Nc1ccc(F)cc1)c1ccc2c(c1)OCCO2
    -1, -2
97	Cc1ccc(Nc2ncnc(N)c2[N+](=O)[O-])cc1Cl
    -6, -1
98	O=C(C1c2ccccc2Oc2ccccc21)N1CCC2(CC1)OCCS2
    -7, -1

These rows are one share of the data; rates above refer to the full screens.
